GPR151 ag = activators of human GPR151 | PathHunter beta-arrestin GPR151 cells, luminescence | activation, % at 11.2 µM | hit rate 1% among 650,000 | AID 1508602; in the data active = activation above about 4.9%;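 note: 0% = median of compound wells and 100% = cells with positive control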
TEAD-YAP block = TEAD-YAP interaction inhibition; hit rate 1.4% among 640,000; inhibition, % at 9.12 µM; HEK-TIYL cells, TEAD-Gal4/YAP UAS-luciferase luminescence; in the data active = inhibition above about 32%;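 note: 0% = median of test compound wells and 100% = reference inhibitor wells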
FBW7 act = human FBW7 E3 ligase activation, primary screen; Q969H0; AlphaScreen FBW7–phospho-cyclin E peptide binding, activator screen; normalized activity (activation), % at 26.1 µM; hit rate 0.13% among 650,000; AID 1259310; in the data active = normalized activity above about 1.9%;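 note: purified mutant Fbw7 with reduced substrate affinity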
Target sequence (Q969H0 whole entry, looked up): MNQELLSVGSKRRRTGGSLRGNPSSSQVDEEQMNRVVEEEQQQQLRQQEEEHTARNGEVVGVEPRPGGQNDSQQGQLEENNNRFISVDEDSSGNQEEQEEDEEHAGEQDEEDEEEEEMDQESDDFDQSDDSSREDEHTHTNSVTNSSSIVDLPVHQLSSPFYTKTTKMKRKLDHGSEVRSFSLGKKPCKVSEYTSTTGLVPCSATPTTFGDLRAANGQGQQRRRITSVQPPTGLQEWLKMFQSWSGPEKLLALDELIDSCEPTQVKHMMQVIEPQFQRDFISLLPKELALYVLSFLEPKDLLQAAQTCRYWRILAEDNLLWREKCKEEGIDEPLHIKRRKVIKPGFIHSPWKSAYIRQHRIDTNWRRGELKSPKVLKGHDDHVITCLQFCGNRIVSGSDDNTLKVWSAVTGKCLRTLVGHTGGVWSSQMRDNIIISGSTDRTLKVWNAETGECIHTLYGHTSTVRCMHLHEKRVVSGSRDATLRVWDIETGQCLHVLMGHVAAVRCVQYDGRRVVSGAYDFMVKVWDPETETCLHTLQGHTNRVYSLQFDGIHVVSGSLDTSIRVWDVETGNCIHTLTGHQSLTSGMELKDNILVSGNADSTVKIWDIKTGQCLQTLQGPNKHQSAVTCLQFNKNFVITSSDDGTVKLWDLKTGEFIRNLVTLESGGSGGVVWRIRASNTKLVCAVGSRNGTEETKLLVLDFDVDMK
MITF primary = blocks human microphthalmia-associated transcription factor | O75030 | hit rate 0.91% among 650,000 | inhibition, % at 2.6 µM | AlphaScreen MITF homodimerization, bead proximity signal; in the data active = inhibition above about 50%;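 note: 0% = vehicle wells with protein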
The depositor's hits bear a star.

Molecule,GPR151 ag,TEAD-YAP block,FBW7 act,MITF primary
CC(=O)Nc1cccc(NC(=O)C2CCCN2C(=O)Nc2cccc(C(C)=O)c2)c1 (stereo not given),-0.7,1,-0.1,6
Cc1nc2sccn2c1/C=N/Nc1ccc(S(=O)(=O)O)cc1,0.1,5,-0.2,-3
CC(C)(C)CC(=O)Nc1ccccc1[N+](=O)[O-],7.0*,-6,0.0,1
COc1ccccc1NC(=S)NCC(C)(C)CN(C)C,0.6,0,0.2,13
Nc1[nH]c(=S)[nH]c(=O)c1N=Nc1ccc(C(=O)O)cc1,-7.4,4,-0.2,10
CCCSc1nnc2c(n1)OC(c1ccc(CC)cc1)Nc1ccccc1-2 (stereo not given),0.2,-40,0.1,15
O=C(Nc1cccc(N2CCNC2=O)c1)C1CC12CCN(CCCc1ccccc1)CC2 (stereo not given),-0.1,6,0.0,1
CCC(C)(C)NC(=O)c1ccc2c(c1)N(CC(=O)Nc1ccccc1)C(=O)C(C)(C)O2,1.7,6,-0.1,-5
CCOC(=O)Cn1cnc2sc(C)c(C)c2c1=O,-0.3,-7,-0.4,-9
COc1ccc(CCc2nnc(CCC(=O)N(C)C(C3CC3)C3CC3)o2)cc1,-1.6,-36,0.2,19
CCC1CCCCN1C(=O)c1cc(COc2ccc3ncccc3c2)on1 (stereo not given),-0.4,49*,0.6,6
Cc1c(C(=O)O)cccc1-c1ccc(C=C2C(=O)NC(=O)NC2=O)o1,-1.8,-11,-0.2,18
CC(=O)NC1(c2ccc(F)cc2)CCN(C(=O)Nc2c(C)cccc2C)CC1,0.0,-20,0.3,10
Cc1nc(NS(=O)(=O)c2ccccc2)sc1NC(=O)Nn1cnnc1,-1.4,2,0.1,17
O=C(Nc1ccc(Cl)cc1)NC(Cc1ccccc1)C(=O)O (stereo not given),-0.7,-1,-0.1,11
C=CCc1ccccc1OCC(O)CN(Cc1ccccc1)Cc1ccccc1 (stereo not given),1.8,5,-0.1,-4
COc1ccc(OC)c(NC(=O)CSc2nc(-c3ccccc3C)ns2)c1,0.6,-1,0.2,8
CCOc1ncccc1C(=O)Nc1ccccc1OC,0.6,4,0.3,10
CCOc1ccc(NC(=O)c2ccoc2C)c([N+](=O)[O-])c1,-0.2,-20,-0.2,22
O=C(NCC(c1cccnc1)N1CCN(c2ccccc2)CC1)c1ccccc1 (stereo not given),2.2,4,0.1,-9
CCOc1ccc(C2/C(=C(\O)c3ccc(Cl)cc3)C(=O)C(=O)N2c2cccnc2)cc1 (stereo not given),-0.3,5,0.1,8
C=CCc1cccc2cc(C(=O)Nc3ccc(Cl)c(Cl)c3)c(=O)oc12,0.1,-2,0.0,-2
CCOC(=O)c1ccc(CN(Cc2ccc(Br)cc2)S(=O)(=O)c2c(C)cccc2C)cc1,-0.7,3,0.0,3
O=C1c2ccc(Oc3cccc([N+](=O)[O-])c3)cc2C(=O)N1c1nccs1,-1.7,2,0.2,-11
CCc1ccc(S(=O)(=O)N(C(C)=O)c2ccc(OC)cc2)cc1,1.8,-1,0.1,-8
Cc1cc(=O)[nH]c(SC/C=C/CSc2nc(C)cc(=O)[nH]2)n1,-0.4,-1,0.4,10
Cc1nc2cc(NCc3ccccn3)ccc2n1C,-1.6,-37,-0.3,-1
Cc1cccc(NC(=O)c2ccc(N3CC4CC(C3)c3cccc(=O)n3C4)c(NC(=O)c3ccc(Br)o3)c2)n1 (stereo not given),1.1,4,-0.1,-5
C=CCn1cc(I)c(=O)n(CC=C)c1=O,0.4,9,-0.1,3
COc1ccc(N2C(=S)NC3c4cc(Cl)ccc4OC2(C)C3C(=O)N(C)C)cc1 (stereo not given),-1.9,17,0.0,29

Looked up by compound from above, 4 records:
Molecule,GPR151 ag,TEAD-YAP block,FBW7 act,MITF primary
O=C(Nc1cccc(N2CCNC2=O)c1)C1CC12CCN(CCCc1ccccc1)CC2 (stereo not given),-0.1,6,0.0,1
Nc1[nH]c(=S)[nH]c(=O)c1N=Nc1ccc(C(=O)O)cc1,-7.4,4,-0.2,10
Cc1c(C(=O)O)cccc1-c1ccc(C=C2C(=O)NC(=O)NC2=O)o1,-1.8,-11,-0.2,18
Cc1cccc(NC(=O)c2ccc(N3CC4CC(C3)c3cccc(=O)n3C4)c(NC(=O)c3ccc(Br)o3)c2)n1 (stereo not given),1.1,4,-0.1,-5

Other records
Molecule,GPR151 ag,TEAD-YAP block,FBW7 act,MITF primary
Brc1ccccc1-c1nnc2scnn12,-0.3,10,0.5,19
Cn1nc([N+](=O)[O-])c2c(-c3nc4ccccc4n3C)c(N)n(C3CCCCC3)c2c1=O,1.5,-1,-0.3,1
O=C(c1ccc(Br)cc1)N(Cc1cccs1)C1CCS(=O)(=O)C1 (stereo not given),0.5,-17,0.1,-8
CC(C)(C)c1ccc(NC(=O)c2cnc3n(c2=O)CCS3)cc1,0.2,-18,0.1,-7
CC(C)(C)c1csc(NC(=O)c2cccc(S(C)(=O)=O)c2)n1,3.2,-29,-0.3,11
C/C(=N\NC(=O)c1nc2nc(C)cc(C)n2n1)c1ccc(O)cc1O,1.6,4,-0.1,5
CC(C)(C)C(=O)N1CCC[C@H](Cn2nc(-c3cccs3)ccc2=O)C1,-0.9,-1,-0.1,3
CN(c1ccc(C(=O)NCCSCc2c(F)cccc2Cl)cc1)S(C)(=O)=O,3.2,3,0.0,1
COc1cc(/C=N/N=C2\NC(=O)C(Cc3ccc(F)cc3)S2)ccc1O (stereo not given),0.5,-8,0.1,9
N/C(Cn1cncn1)=N/OC(=O)c1ccc(Cl)cc1,-1.4,-1,0.0,5
CNC(=O)c1cc(I)c(OC)c(OC)c1,-2.1,0,0.2,12
O=C(Nc1cccc(Br)c1)c1cc2ccccc2o1,-4.0,-78,0.5,-23
Cc1c(C(=O)NCCC2=CCCCC2)sc2nc(C)n(C)c(=O)c12,-1.1,-59,0.1,-6
COCCN1CCCc2ccc(NS(=O)(=O)c3ccc(OC)c(C)c3)cc21,3.2,6,-0.1,14
Cc1cccc(C(=O)Nc2ncccc2O)c1,-1.6,-32,0.0,7
CN(Cc1ccccc1)C(=O)CSc1nc2ccsc2c(=O)n1-c1ccccc1,-1.0,3,-0.1,17
CC1(C)CC(=O)C2=C(C1)OC1=C(C(=O)CC(C)(C)C1)C2c1cccc(OC(=O)c2ccccc2F)c1,-1.9,7,0.1,15
O=C1C=CC(=NOC(=O)/C=C/c2ccccc2)C=C1,0.3,-26,-0.2,3
CN(Cc1ccccc1)C(=O)CSc1nnnn1C,-2.5,3,0.4,12
CC(C)[C@H](NC(=O)c1ccccc1)C(=O)Nc1ccc(-c2nnc3n2CCCCC3)cc1,0.9,-4,0.1,3
CCc1nn2c(NCc3cccnc3)cc(C)nc2c1-c1ccc(F)cc1,-1.0,5,0.2,-15
O=C(CS(=O)(=O)c1ccc(F)cc1)Nc1nc(-c2cccc([N+](=O)[O-])c2)cs1,-0.5,-10,-0.9,2
O=C1OC(c2ccccc2)=N/C1=C\c1ccc2c(c1)OCO2,-0.5,1,0.0,-1
O=C1Nc2ccc(S(=O)(=O)Nc3cccc(Br)c3)c3cccc1c23,2.5,15,-0.2,-12
CCN(CC)C(=O)c1cc(-c2ccccc2)nc2c(C)cccc12,-0.5,7,0.1,10
O=C(CCNS(=O)(=O)c1ccc(Cl)cc1)N1CCOCC1,0.9,3,-0.1,-5
COc1nc(Oc2ccc(=O)[nH]n2)nc(N(C)C)n1,-0.7,-1,-0.2,5
COc1ccc(C(CC(=O)NCc2cccc(OC)c2)N2Cc3ccccc3C2=O)cc1 (stereo not given),-0.9,5,0.0,-4
CCCOc1ccc(/C(O)=C2/C(=O)C(=O)N(CCN3CCOCC3)C2c2ccc(OC)cc2)cc1C (stereo not given),-1.0,-6,0.0,-5
COCCn1nnnc1CN1CCN(c2ccccc2F)CC1,3.2,-5,-0.1,-4
COc1ccc2c(c1)OC(O)(C(F)(F)F)CC2=O (stereo not given),1.4,1,0.1,15
CC(C)(C)c1[nH]oc(=O)c1N=O,0.6,-1,0.0,7
CCN1C(=O)/C(=C\C=C2/Sc3c(ccc4ccccc34)N2CC)SC1=Nc1ccc(Oc2ccccc2)cc1,-1.2,-1,0.0,-11
COC(=O)c1ccc(NC(=O)/C(=C/c2cccc([N+](=O)[O-])c2)NC(=O)c2cccc(Cl)c2)cc1,0.2,1,0.4,7
O=C(COc1ccccc1O)N1CCCCC1,0.9,-2,0.2,8
Cc1nn(-c2ccccc2)c(Cl)c1/C=N/Nc1ccc(S(N)(=O)=O)cc1[N+](=O)[O-],1.5,0,0.1,-1
CCC(C)NC(=O)C(CC(C)C)NC(=O)C1CCCCC1 (stereo not given),0.6,11,0.1,-14
COc1cccc(N2CCN(c3ncccn3)CC2)c1,-1.0,-27,0.1,-7
CCOc1ccc(CC(=O)N2CCc3nc(C)[nH]c(=O)c3C2)cc1,0.0,7,-0.1,2
c1ccc(CNc2nc(-c3ccccc3)cs2)cc1,-0.6,-7,0.3,5
CCOC(=O)C1C(c2ccc(Br)cc2)NC(=S)NC1(O)C(F)(F)F (stereo not given),-0.8,17,0.1,9
O=C(CSC1=NC(c2ccccc2)CC(=O)N1)NCc1ccccc1 (stereo not given),0.5,-2,-0.3,4
COc1cc(N=C(C)C2=C(O)c3ccccc3C2=O)cc(OC)c1OC,1.4,3,-0.1,-13
COc1ccc(S(=O)(=O)N(CC(=O)NC2CCCCC2)c2ccc(Cl)cc2)cc1,0.0,3,-0.1,-39
COc1ccc(CNC(=O)c2ccc3c(=O)n(CCc4ccccc4)c(=S)[nH]c3c2)cc1,-1.6,6,0.0,4
COc1ccc(NC(=O)C(=O)NCc2ccc3c(c2)OCO3)cc1,2.6,-6,-0.3,-10
O=C(Nc1cccc([N+](=O)[O-])c1)c1c(F)cccc1F,-1.1,-8,0.0,8
NC(=O)C1CCN(C(=O)COc2ccc3ccccc3c2Br)CC1,0.5,-1,-0.1,2
COc1ccc(S(=O)(=O)NCC(c2cccc3ccccc23)N2CCCC2)cc1 (stereo not given),0.0,2,-0.4,-4
COc1ccc(-c2cnnc(N/N=C/C=C/c3ccccc3)n2)cc1,-0.6,0,0.1,21
Cc1ccc(OCc2ccc(C(=O)O)o2)cc1C,-6.2,-58,0.0,18
O=C(NCc1ccccc1F)c1ccc(N2CCC(NCCN3CCNC3=O)CC2)cc1,-0.3,12,-0.1,1
CN(Cc1nccn1C)c1nc2nonc2nc1NCc1cccs1,1.2,4,-0.1,-7
O=C(O)c1ccccc1-c1ccc(/C=C/[N+](=O)[O-])o1,0.5,2,-1.1,81*
Cc1noc(C)c1S(=O)(=O)N(CCc1ccccc1)Cc1ccccc1,-0.1,3,0.0,7
O=C(c1cc2nc(-c3ccco3)cc(C(F)(F)Cl)n2n1)N1CCSCC1,-0.9,10,0.0,0
COc1ccccc1CCNc1ccc2nnc(CCNC(=O)c3ccc(C)cc3)n2n1,0.0,2,0.1,9
CC(C)(C)c1cc(Cn2c(=S)sc3ccccc32)cc(C(C)(C)C)c1O,-0.1,-4,0.0,2
O=C1NN(c2cccc(Cl)c2)C(=O)/C1=C\c1ccc(O)cc1,0.1,-10,0.2,14
CCOc1ccc(-c2nc3s/c(=C\c4ccc(OC(C)=O)c(OC)c4)c(=O)n3n2)cc1,-0.7,-6,0.0,-3
CCn1c(C)nc2cc(S(=O)(=O)C(F)F)ccc21,3.8,0,0.1,5
C=CCn1c(SCC(=O)NCc2ccccc2Cl)nc2cc(C(=O)NCc3ccco3)ccc2c1=O,-0.6,20,-0.2,10
CN1CCC(C2(Cc3ccccc3)NC(=O)N(CCc3ccccn3)C2=O)CC1 (stereo not given),-1.2,8,-0.1,1

Two successive records already listed, for reference:
Molecule,GPR151 ag,TEAD-YAP block,FBW7 act,MITF primary
C=CCn1c(SCC(=O)NCc2ccccc2Cl)nc2cc(C(=O)NCc3ccco3)ccc2c1=O,-0.6,20,-0.2,10
CN1CCC(C2(Cc3ccccc3)NC(=O)N(CCc3ccccn3)C2=O)CC1 (stereo not given),-1.2,8,-0.1,1

Screening results as filed in PubChem BioAssay.
